Screens deposited in PubChem BioAssay by Sanford-Burnham Center for Chemical Genomics.
Gli-Sufu block: Gli-Sufu pathway antagonists, primary screen, luciferase luminescence, Sufu-KO-LIGHT cells, uHTS. Sufu-KO-LIGHT fibroblasts, Gli luciferase reporter luminescence. inhibition, % at 5 µM. actives 0.74% (n = 340,000). AID 588413, 2011;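 active = inhibition above about 55%, limit read from the data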;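 note: 0% = DMSO-treated cells and 100% = wells with medium but no cells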
697 NFkB inh: inhibitors of PMA/ionomycin-induced NF-kB reporter, 697 cells, primary screen, B-cell NF-kB inhibitor project, cell-based, luminescence, uHTS | 697 B-cell NF-kB luciferase reporter, 16 h | inhibition, % at 4 µM | actives 0.33% (n = 330,000) | AID 435022, 2010; in the data active = inhibition above about 35%
Jurkat NFkB inh: inhibitors of induced NF-kB luciferase reporter, primary screen, TCR NF-kB activation inhibitor project, cell-based, luminescence, uHTS. inhibition, % at 4 µM. AID 435003, 2010. Jurkat, PMA/ionomycin-induced NF-kB luciferase reporter. actives 0.53% (n = 330,000)
HKDC1 inh: HKDC1 hexokinase inhibitors, primary screen, biochemical, fluorescence, uHTS. actives 0.16% (n = 340,000). inhibition, % at 20 µM. recombinant HKDC1, G6PDH/diaphorase resazurin coupled fluorescence. Q2TB90;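 active = inhibition above about 35% when tested at 20 µM, limit read from the data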;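 note: plate controls were DMSO wells with enzyme for no effect and DMSO wells lacking enzyme for full effect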
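Material: recombinant HKDC1 hexokinase; Amount: HKDC1 at 5 µg/mL; Medium: Tris pH 8.0 buffer with MgCl2, Tween-20, BSA, BME; Schedule: 90 min reaction incubation at room temperature, dark; Technique: coupled resazurin fluorescence, excitation 525 nm, emission 613 nm.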
SENP8 inh: SENP8 protease inhibitors, primary screen, biochemical, luminescence | Sentrin-specific protease 8 (Homo sapiens), Q96LD8 | purified SENP8, Z-RLRGG-aminoluciferin cleavage | inhibition, % at 10 µM | actives 1.2% (n = 330,000) | AID 2540, 2010
Target sequence (Q96LD8 whole entry, looked up): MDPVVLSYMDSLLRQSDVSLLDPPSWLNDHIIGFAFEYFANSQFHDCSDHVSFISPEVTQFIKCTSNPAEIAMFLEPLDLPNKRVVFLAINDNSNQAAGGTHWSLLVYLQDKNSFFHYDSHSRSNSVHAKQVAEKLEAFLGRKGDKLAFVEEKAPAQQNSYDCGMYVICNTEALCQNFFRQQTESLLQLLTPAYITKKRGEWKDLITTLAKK
SENP7 inh: SENP7 protease inhibitors, primary screen, biochemical, luminescence, uHTS | recombinant SENP7, Z-RLRGG-aminoluciferin luminescence, 40 min | Sentrin-specific protease 7 (Homo sapiens), Q9BQF6 | inhibition, % at 5 µM | actives 1.5% (n = 330,000);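 active = inhibition above about 50% at the single test dose, limit read from the data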;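 note: plate controls were DMSO with enzyme for no effect and no enzyme buffer wells for full effect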
Target sequence (Q9BQF6 706-1050 limits assumed): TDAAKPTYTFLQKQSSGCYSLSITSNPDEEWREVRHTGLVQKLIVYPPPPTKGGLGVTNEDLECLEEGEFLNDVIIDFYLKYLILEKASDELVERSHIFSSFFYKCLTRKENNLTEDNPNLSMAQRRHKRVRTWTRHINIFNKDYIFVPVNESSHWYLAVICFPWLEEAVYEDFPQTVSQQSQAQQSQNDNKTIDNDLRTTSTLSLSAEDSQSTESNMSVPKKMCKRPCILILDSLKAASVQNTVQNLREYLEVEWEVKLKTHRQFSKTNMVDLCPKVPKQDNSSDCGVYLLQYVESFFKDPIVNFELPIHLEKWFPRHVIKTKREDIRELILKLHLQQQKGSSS
UBC13 polyUb: UBC13 polyubiquitin chain formation inhibitors, primary screen, biochemical, TR-FRET, uHTS; Ubiquitin-conjugating enzyme E2 N (Homo sapiens), P61088; inhibition, % at 20 µM; actives 0.47% (n = 330,000); AID 485273, 2010; in the data active = inhibition above about 45%, passing the limit was not always enough
Target sequence (P61088 whole entry, looked up): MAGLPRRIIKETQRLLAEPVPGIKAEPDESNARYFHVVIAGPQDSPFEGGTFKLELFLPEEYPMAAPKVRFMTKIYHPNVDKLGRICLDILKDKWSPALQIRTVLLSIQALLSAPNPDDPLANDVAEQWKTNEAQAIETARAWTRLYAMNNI
Apaf-1 inh: inhibitors of human Apaf-1 apoptosome, primary screen, biochemical, DEVD-Rh110 fluorescence, uHTS | Apoptotic protease-activating factor 1 (Homo sapiens), O14727 | reconstituted apoptosome caspase-3 activity | inhibition, % at 20 µM | actives 0.71% (n = 330,000); active = inhibition of at least 40% at 20 µM;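 note: plate controls were DMSO wells for no effect and DEVD-CHO caspase inhibitor wells for full effect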
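Assay system – apoptosome proteins · Medium – Hepes buffer, pH 7.5 · Also added – cytochrome c with DEVD-Rh110 · Timing – 30 min compound preincubation, 50 min activation, room temperature · Detection – Rh110 fluorescence, excitation 480 nm, emission 540 nm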
Starred values were filed as active, the others as inactive; x = no result given. Cut-off read from the data, not from the text of the source, unless noted: active = inhibition above about 50%; inactive = the rest.

1) CC(=O)c1ccccc1C(=O)N1CCC(n2nccc2NC(=O)C2CC2)CC1
2) O=C(CN1C(=O)NC2(CCCc3ccccc32)C1=O)NCc1cccs1 (centres undefined)
3) C[C@@H]1CN([C@H](C)CO)C(=O)Cc2cc(NC(=O)Cn3cnnn3)ccc2O[C@@H]1CN(C)Cc1ccc(Cl)c(Cl)c1
4) c1ccc2c(-c3cc(C4CCNCC4)[nH]n3)cccc2c1
5) O=C(NCc1ccccc1Cl)C1CCN(c2cnccn2)CC1
6) O=C(NCc1cccs1)C1CCC(CNS(=O)(=O)c2ccccc2)CC1 (centres undefined)
7) CC(=O)Nc1ccc(-c2nc3ccccc3o2)cc1
8) CC(C(=O)Nc1ccc(N2CCOCC2)cc1)N1C(=O)c2ccccc2C1=O (centres undefined)

screen / no.	1	2	3	4	5	6	7	8
Gli-Sufu block	-3	-2	-17	20	0	1	-70	3
UBC13 polyUb	7	-1	8	9	0	2	-2	-1
SENP7 inh	-3	-1	-13	-4	2	-1	31	7
HKDC1 inh	-13	-3	-3	5	-9	-8	-3	4
Jurkat NFkB inh	3	15	-7	-17	7	9	-131	-1
697 NFkB inh	34	-14	-10	-2	23	15	-198	-3
SENP8 inh	6	3	-14	0	1	-9	25	3
Apaf-1 inh	-14	2	36	5	-17	-5	5	-23

9) CC1(C)C[C@H]2C3=CCC4[C@@]5(C)CC[C@H](O)[C@](C)(CO)C5CC[C@@]4(C)[C@]3(C)CC[C@@]2(C)[C@H](O)[C@@H]1O (some centres undefined)
10) O=C(CN1C(=O)COc2ccccc21)NCCCN1CCCC1
11) CC1(C)OC(=O)C2(Cc3ccccc3N3CCCCC32)C(=O)O1 (centres undefined)
12) CCOC(=O)N1CCN(c2ccc([N+](=O)[O-])cc2F)CC1C (centres undefined)
13) Cn1c(=O)c2c(nc(CN3CCC(C(N)=O)CC3)n2CCCc2ccccc2)n(C)c1=O
14) COC(=O)c1cc(NS(=O)(=O)c2ccc(N3CCOCC3)c(N)c2)cc(C(=O)OC)c1
15) O=C(Nc1nnc(-c2ccccc2Cl)s1)C1CCN(S(=O)(=O)c2ccc(Cl)cc2)CC1
16) COc1ccc(CNC(=O)C(OC(=O)c2nsc(Cl)c2Cl)C(C)C)cc1 (centres undefined)

screen / no.	9	10	11	12	13	14	15	16
Gli-Sufu block	-5	-6	0	1	0	-4	43	-6
UBC13 polyUb	-28	8	-6	7	10	-3	0	0
SENP7 inh	-6	-10	-10	2	2	-1	-12	2
HKDC1 inh	-2	3	-1	-4	-14	7	-2	-9
Jurkat NFkB inh	-1	2	2	7	1	8	-5	4
697 NFkB inh	1	2	10	-2	15	-21	1	11
SENP8 inh	-14	-10	-10	0	4	-1	-8	3
Apaf-1 inh	1	11	8	1	-3	6	7	7

17) Oc1ccc(Cl)cc1CNCc1ccc(Cl)nc1
18) O=C(c1cnn2c(C(F)F)cc(-c3ccccc3)nc12)N1CCc2ccccc21
19) CC(C)CC(=O)Nc1nc2ccc(S(C)(=O)=O)cc2s1
20) CCOc1ccc(S(=O)(=O)Nc2nc3ccccc3nc2N2CCN(C)CC2)cc1
21) O=C(Nc1ccn(C2CC(OC(=O)c3ccccc3)C(CO)O2)c(=O)n1)c1ccccc1 (centres undefined)
22) CCn1c(/C=C/c2ccccc2Cl)nc2ccccc2c1=O
23) Cc1occc1-c1nnc(SCC(=O)NC2(C#N)CCCC2)n1C
24) O=C(Nc1ccccc1N1CCCCC1)c1ccccc1F

screen / no.	17	18	19	20	21	22	23	24
Gli-Sufu block	-36	14	-20	-8	1	-20	-13	0
UBC13 polyUb	15	-4	-17	-17	10	-14	5	-1
SENP7 inh	-2	4	-8	-7	6	-13	-3	1
HKDC1 inh	-3	-6	-8	0	-5	-1	-6	-2
Jurkat NFkB inh	18	3	-8	-18	18	-38	7	-1
697 NFkB inh	15	-15	-21	8	14	-37	9	-12
SENP8 inh	0	-14	-9	-11	6	-13	-12	1
Apaf-1 inh	-10	9	-6	5	-7	22	-10	8

Exported with two lines to a compound: 2 of the compounds above
The line under a structure holds: Gli-Sufu block, UBC13 polyUb, SENP7 inh, HKDC1 inh, Jurkat NFkB inh, 697 NFkB inh, SENP8 inh, Apaf-1 inh
22: CCn1c(/C=C/c2ccccc2Cl)nc2ccccc2c1=O
  -20, -14, -13, -1, -38, -37, -13, 22
23: Cc1occc1-c1nnc(SCC(=O)NC2(C#N)CCCC2)n1C
  -13, 5, -3, -6, 7, 9, -12, -10

Other entries.
25) CCOC(=O)N1CCN(C(=O)C(=O)N/N=C/c2ccc(OC)cc2OC)CC1
26) CNc1nc(-c2cccs2)cc(C(F)(F)F)c1C#N
27) COc1ccc(Nc2nc3c(C)cccn3c(=O)c2C=NCc2ccccc2)cc1
28) CCOC(=O)N1CCN(C(=O)CS(=O)Cc2nc(-c3cccc(C)c3)oc2C)CC1 (centres undefined)
29) Cc1ccc(C(=O)N/C(=C\c2ccco2)C(=O)NCCc2c[nH]c3ccccc23)cc1
30) CC(C)Cn1c([N+](=O)[O-])nc2c1c(=O)[nH]c(=O)n2C
31) CCOc1cc(/C=C/c2ccc3cccc([N+](=O)[O-])c3n2)cc(Cl)c1O
32) COc1ccc(C)cc1Nc1n[n+](C)c(-c2c3ccccc3cc3ccccc23)s1

screen / no.	25	26	27	28	29	30	31	32
Gli-Sufu block	-5	5	-10	x	-11	6	22	-10
UBC13 polyUb	4	10	2	-5	10	-9	-88	-6
SENP7 inh	0	3	-8	-1	16	14	-5	-4
HKDC1 inh	-1	-1	9	-4	-11	15	0	-2
Jurkat NFkB inh	17	4	5	-11	-3	17	5	-7
697 NFkB inh	9	7	12	15	2	37*	4	-21
SENP8 inh	4	7	0	-5	5	5	-2	6
Apaf-1 inh	-2	-8	9	12	5	-5	-3	4

33) NC(=O)CCn1c(C(=O)c2ccc(Cl)cc2)c2ccccc2[n+]1[O-]
34) CCSCCc1nnc(NC(=O)Nc2cccc(C(F)(F)F)c2)s1
35) COc1ccc(-c2oc3cc(O)c(OC)c(O)c3c(=O)c2OC)cc1
36) CNC(=O)[C@H]1O[C@@H](n2cnc3c(NCc4cccc(I)c4)nc(Cl)nc32)[C@H](O)[C@@H]1O
37) CCOc1ccc(NC(=O)CCS(=O)(=O)c2ccc(Br)cc2)cc1
38) CCSc1nnc(Nc2ccc(C)cc2)s1
39) COc1ccccc1NS(=O)(=O)c1cccc(NC(=O)NCCCl)c1
40) COc1cccc(-c2sc3ccc(OC)cc3c2-c2ccc(OCCN3CCCC3)cc2)c1

screen / no.	33	34	35	36	37	38	39	40
Gli-Sufu block	-4	3	-9	1	4	-61	23	2
UBC13 polyUb	2	9	-2	27	-2	13	-13	x
SENP7 inh	-4	1	-3	7	-2	-9	-4	4
HKDC1 inh	0	-3	-4	-1	2	-1	3	3
Jurkat NFkB inh	2	22	19	11	4	-80	-12	x
697 NFkB inh	13	1	-3	19	22	-62	-10	17
SENP8 inh	4	-10	6	0	-1	-7	-6	x
Apaf-1 inh	-7	-12	-10	11	-109	-4	7	70*

41) CC(C)(C)SCCNC(=O)c1ccc(NS(C)(=O)=O)cc1
42) CCC(C)OC(=O)C1=C(C)NC(=O)NC1c1ccc(F)cc1 (centres undefined)
43) O=S(=O)(/N=C(/NNS(=O)(=O)c1ccccc1)c1ccccc1)c1ccccc1
44) CCN(CC)CCCN(Cc1cc2cc3c(cc2[nH]c1=O)OCO3)C(=S)Nc1ccccc1OC
45) O=C(/C=C/c1ccccc1)CC(O)(c1ccccc1)C(F)(F)C(F)F (centres undefined)
46) CC(NC(=O)COC(=O)C1=NN(c2ccccc2)C(=O)CC1)c1ccccc1 (centres undefined)
47) Cc1nc(N)sc1C(=O)Nc1ccccc1
48) O=C(O)c1ccc(COc2ccc(CO)cc2Cl)cc1

screen / no.	41	42	43	44	45	46	47	48
Gli-Sufu block	-10	7	0	21	-2	-1	-33	-23
UBC13 polyUb	-3	6	-11	6	8	5	-10	-3
SENP7 inh	19	0	-11	-2	0	3	14	6
HKDC1 inh	-2	10	2	-9	9	-6	1	-14
Jurkat NFkB inh	-14	9	-11	-21	-1	4	-51	-6
697 NFkB inh	-27	24	7	-11	9	7	-65	-61
SENP8 inh	3	4	-7	-2	6	4	-8	32
Apaf-1 inh	-30	-10	4	5	-15	-2	-28	-22

Some of these compounds in order of length of the SMILES, smallest number first:
38) CCSc1nnc(Nc2ccc(C)cc2)s1
47) Cc1nc(N)sc1C(=O)Nc1ccccc1
48) O=C(O)c1ccc(COc2ccc(CO)cc2Cl)cc1
41) CC(C)(C)SCCNC(=O)c1ccc(NS(C)(=O)=O)cc1
45) O=C(/C=C/c1ccccc1)CC(O)(c1ccccc1)C(F)(F)C(F)F (centres undefined)
46) CC(NC(=O)COC(=O)C1=NN(c2ccccc2)C(=O)CC1)c1ccccc1 (centres undefined)
43) O=S(=O)(/N=C(/NNS(=O)(=O)c1ccccc1)c1ccccc1)c1ccccc1
44) CCN(CC)CCCN(Cc1cc2cc3c(cc2[nH]c1=O)OCO3)C(=S)Nc1ccccc1OC

screen / no.	38	47	48	41	45	46	43	44
Gli-Sufu block	-61	-33	-23	-10	-2	-1	0	21
UBC13 polyUb	13	-10	-3	-3	8	5	-11	6
SENP7 inh	-9	14	6	19	0	3	-11	-2
HKDC1 inh	-1	1	-14	-2	9	-6	2	-9
Jurkat NFkB inh	-80	-51	-6	-14	-1	4	-11	-21
697 NFkB inh	-62	-65	-61	-27	9	7	7	-11
SENP8 inh	-7	-8	32	3	6	4	-7	-2
Apaf-1 inh	-4	-28	-22	-30	-15	-2	4	5

Continued.
49) COc1ccc(/C=C/C(=O)NCCN=C2NS(=O)(=O)c3ccccc32)cc1
50) CCC(=C(c1ccc(OC)cc1)c1ccc(OC)cc1)c1cn(CC(O)CN(CCO)CCO)c2ccccc12 (centres undefined)
51) O=C(N/N=C/c1ccccn1)c1ccccc1
52) CC1CCCN(C(=O)CSc2nnc(-c3c[nH]c4ccccc34)o2)C1 (centres undefined)
53) COc1cccc(/C=N/NC(=O)c2c(C)nc3ccc(Cl)cn23)c1OC

screen / no.	49	50	51	52	53
Gli-Sufu block	-1	6	-48	38	13
UBC13 polyUb	-3	20	-12	7	0
SENP7 inh	-1	5	4	1	-3
HKDC1 inh	-12	-2	-2	-2	1
Jurkat NFkB inh	0	-7	-16	0	-7
697 NFkB inh	0	12	-61	18	5
SENP8 inh	2	-3	3	3	-5
Apaf-1 inh	12	9	-9	-3	6
